HTR5A ag ctr: HTR5A agonism, opioid heterodimer counter-screen | HTR5A agonist assay, luminescence, cell-based | activation, % at 9.3 µM | 0.61% of 340,000 active; in the data active means activation mostly above about 9.5%, no sharp cut-off; inactive means mostly below about 7.6%;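 further: 0% = cells with vehicle only and 100% = reference agonist; strong numbers were not always called active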
AddAB inh: less growth of phage-infected E. coli with AddAB; 0.29% of 330,000 active; inhibition, % at 11.9 µM; E. coli expressing H. pylori AddAB, absorbance growth; in the data active means inhibition above about 12%;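 further: 0% = vehicle wells of infected cells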
PfHsp90 yeast 2: growth inhibition of yeast expressing Plasmodium Hsp90 | S. cerevisiae expressing PfHsp90, BacTiter-Glo ATP, 48 h; yeast lacking PDR1 and PDR3 efflux regulators | inhibition, % at 9.4 µM | 0.32% of 310,000 active;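 active means every replicate shows inhibition above about 80%, whatever the replicate mean, limit read from the data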;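 further: 0% = DMSO neutral controls and 100% = 20 µM radicicol positive controls; yeast relying on Plasmodium falciparum Hsp90 in place of its own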
SUMO Mot1 rescue: inhibitors of SUMOylation pathway: yeast Mot1-301 growth rescue; S. cerevisiae Mot1-301 growth rescue, ATP luminescence, 38.5C; percent above DMSO median, 100 means doubled; growth rescue, % at 18.8 µM; 1% of 320,000 active;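 active means every valid replicate shows activation above 250% relative to neutral control wells; inactive means the rest, any valid replicate at or below 250%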;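 further: OY570 slx delta 5 strain wells were the positive control but not used for scaling; some compounds called inactive have numbers as strong as hits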
PKA-R1A act: PKA-R1A complex activation; activation, % at 11.4 µM; PKA-R1A dissociation, Cy5-IP20 fluorescence polarization; scaled: DMSO 0%, 113 µM cGMP 100%; P00514+P68181; AID 504707; 0.083% of 340,000 active;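 active means percent activation above the mean of all tested compounds plus 3 SD, cut at about 19% in these data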;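 further: higher means more PKAc released from R1A so a rise in polarization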
OPRM1-OPRD1 ag: agonists of human mu-delta opioid receptor heterodimerization. cells, OPRM1-OPRD1 heterodimerization, luminescence. AID 504326. 0.3% of 340,000 active. activation, % at 9.3 µM. P35372+P41143; in the data active means activation above about 18%;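 further: 0% = vehicle-treated cells and 100% = reference agonist; values of inactives mirror those of a sister screen read the other way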
OPRM1-OPRD1 inv: inverse agonists of human mu-delta opioid receptor heterodimerization | 0.21% of 340,000 active | inhibition, % at 9.3 µM | cell-based MOR-DOR heterodimer luminescence, inverse agonism | P35372+P41143; in the data active means inhibition above about 22%, passing the limit was not always enough;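 further: 0% = cells with DMSO and 100% = wells without cells with DMSO; values of inactives mirror those of a sister screen read the other way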
DSG3 Ab inh: human desmoglein-3 autoantibody binding inhibition | P32926 | AID 588358 | 0.48% of 310,000 active | DSG3-coupled beads, scFv-anti-DSG3-GFP binding, flow cytometry; stronger effect = lower value | binding (percent of control), % at 10 µM;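 active means binding more than 3 SD below its plate's average and above zero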;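 further: hits lower antibody fragment binding to DSG3; some compounds called inactive have numbers as strong as hits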
Target sequence (P32926 whole entry, looked up, the tested form may be a part): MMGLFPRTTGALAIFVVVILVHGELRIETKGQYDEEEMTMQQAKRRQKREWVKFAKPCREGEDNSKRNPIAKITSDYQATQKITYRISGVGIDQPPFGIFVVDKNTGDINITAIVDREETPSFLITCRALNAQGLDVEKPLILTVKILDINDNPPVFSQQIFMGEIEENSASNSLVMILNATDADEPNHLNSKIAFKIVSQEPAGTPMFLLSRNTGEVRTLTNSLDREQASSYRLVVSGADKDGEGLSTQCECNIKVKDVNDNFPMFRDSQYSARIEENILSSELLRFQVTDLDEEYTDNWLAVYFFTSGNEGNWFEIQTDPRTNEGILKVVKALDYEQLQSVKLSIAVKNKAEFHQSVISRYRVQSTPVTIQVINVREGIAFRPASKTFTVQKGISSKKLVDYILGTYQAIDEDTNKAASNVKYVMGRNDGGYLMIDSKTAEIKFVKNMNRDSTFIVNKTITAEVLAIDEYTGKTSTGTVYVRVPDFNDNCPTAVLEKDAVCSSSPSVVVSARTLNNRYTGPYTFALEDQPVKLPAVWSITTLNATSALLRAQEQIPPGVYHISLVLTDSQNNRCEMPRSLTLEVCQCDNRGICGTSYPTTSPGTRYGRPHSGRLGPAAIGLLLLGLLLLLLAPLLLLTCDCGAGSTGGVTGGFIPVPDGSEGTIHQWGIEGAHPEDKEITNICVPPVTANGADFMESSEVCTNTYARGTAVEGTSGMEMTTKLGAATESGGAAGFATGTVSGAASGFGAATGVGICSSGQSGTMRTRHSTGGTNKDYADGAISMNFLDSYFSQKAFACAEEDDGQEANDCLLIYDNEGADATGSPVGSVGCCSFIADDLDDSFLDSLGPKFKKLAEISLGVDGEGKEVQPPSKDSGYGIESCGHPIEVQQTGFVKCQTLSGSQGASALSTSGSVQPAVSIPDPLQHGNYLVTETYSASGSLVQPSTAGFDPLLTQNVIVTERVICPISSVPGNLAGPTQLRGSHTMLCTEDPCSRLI
Ecoli viability: counter-screen for AddAB inhibitors: E. coli growth inhibition | E. coli V3065 growth, OD600 absorbance, 18 h | inhibition, % at 11.9 µM | 0.27% of 330,000 active | AID 449728;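 active means inhibition above the campaign's mean inhibition across all tested compounds plus 3 SD, cut at about 9.9% in these data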;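 further: uninfected addAB+ strain grown without phage in ampicillin broth; 0% = DMSO wells and 100% = ciprofloxacin 0.95 µg/ml wells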
phage Ecoli inh: E. coli growth loss with phage present. growth absorbance. inhibition, % at 11.9 µM. 0.26% of 360,000 active. AID 651602; in the data active means inhibition above about 11%
HTR5A inv ctr: HTR5A inverse agonism, opioid heterodimer counter-screen | 0.083% of 340,000 active | inhibition, % at 9.3 µM | HTR5A cell line, luminescence | AID 504634; in the data active means inhibition mostly above about 23%, no sharp cut-off; inactive means mostly below about 18%;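 further: 0% = cells with DMSO and 100% = no-cell wells with DMSO; some compounds called inactive have numbers as strong as hits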
Starred values were filed as active, the others as inactive; . = no result given. This is a random part of the collection; 3.2% or so of the library scored in one or more.

entry	smiles	HTR5A ag ctr	AddAB inh	PfHsp90 yeast 2	SUMO Mot1 rescue	PKA-R1A act	OPRM1-OPRD1 ag	OPRM1-OPRD1 inv	DSG3 Ab inh	Ecoli viability	phage Ecoli inh	HTR5A inv ctr
1	O=C(CCCCCn1c(=S)[nH]c2cc3c(cc2c1=O)OCO3)N1CCN(C(=O)c2ccco2)CC1	1	0.3	-11	11	-3	-2.9	15	.	0.2	1.2	-3
2	O=C(NC1CCCC1)C1CCN(C(=O)c2ccccc2Cl)CC1	4	0.3	-12	4	-4	1.0	-8	93	-3.0	1.6	-26
3	CC1CC(C)CN(S(=O)(=O)c2cc3c(cc2Cl)NC(=O)CO3)C1 (stereo not given)	5	6.8	-19	-15	-2	5.9	-30	113	0.5	1.5	-14
4	CC1CN(S(=O)(=O)c2ccc(C(=O)Nc3nnc(-c4ccccn4)o3)cc2)CC(C)O1 (stereo not given)	2	-1.3	3	-12	-2	-0.2	1	96	-0.9	2.8	-6
5	COC(=O)Cc1c(C)c2ccc(OCC(=O)N(C)C3CCS(=O)(=O)C3)cc2oc1=O (stereo not given)	-5	0.5	6	1	-12	-3.0	15	109	3.5	-1.5	-3
6	COc1cc([N+](=O)[O-])ccc1NC(=O)CCCOc1cccc(C)c1C	0	4.0	-23	-12	-4	1.2	-7	103	2.0	-0.2	3
7	COC(=O)CSc1nsc(SCC(=O)OC)c1C#N	-8	1.8	7	-7	-12	-2.1	12	104	-1.3	-1.0	23
8	Cn1c(=O)c2[nH]c(C=Cc3ccc4c(c3)OCO4)nc2n(C)c1=O	2	.	-3	.	0	-0.1	1	108	.	0.6	-7
9	O=C(Nc1ccc(Cc2ccncc2)cc1)c1ccc(N2CCOCC2)c([N+](=O)[O-])c1	6	0.8	13	2	-8	-2.7	15	100	2.1	0.5	-17
10	COc1cc(/C=N/Nc2cc(C)nc(NS(=O)(=O)c3ccccc3)n2)ccc1O	8	3.7	-12	-15	0	0.8	-4	91	0.7	-0.3	-3
11	O=c1[nH]ncn1-c1cccc(C(F)(F)F)c1	-1	0.4	.	-10	12	-1.3	7	.	-0.7	4.6	-4
12	CCCN1C(=O)c2ccc(C(=O)Nc3cc(C)ccc3O)cc2C1=O	8	-0.7	26	-10	-8	10	-56	105	-2.2	-0.3	14
13	COc1cccc2c(=O)n(CC(=O)Nc3ccccc3)ccc12	3	-1.7	1	-8	-4	-1.3	7	94	0.7	1.0	-8
14	Cc1ccc(S(=O)(=O)NCC(=O)OC(C)C(=O)c2ccccc2)cc1 (stereo not given)	-12	-0.5	12	-5	-3	1.1	-7	96	1.9	-1.0	18
15	CCN(CC(=O)Nc1cc(Cl)ccc1C)C(=O)CN1C(=O)NC2(CCCC2)C1=O	4	-2.9	.	-3	3	-1.0	6	99	-0.5	3.2	-11
16	Cc1c(NC(=O)COC(=O)C2(c3ccc(F)cc3)CCCC2)c(=O)n(-c2ccccc2)n1C	0	3.4	-14	1	-6	-3.4	17	105	0.9	3.8	0
17	CCN(C(=O)COC(=O)c1ccc2c(c1)OCO2)c1ccccc1	4	-1.9	.	6	-3	-4.1	22	90	-0.1	3.5	-16
18	O=C(O)c1cc(-c2ccc3c(c2)OCO3)nc2ccccc12	4	3.6	13	-6	-11	-1.8	10	92	-1.8	2.5	1
19	Cc1cc(OCCCC(=O)NC2=NCCS2)ccc1Cl	1	-1.9	5	62	-10	-1.7	11	.	-1.3	1.2	-3
20	Cc1c(CCC(=O)O)c(=O)oc2cc3oc4c(c3cc12)CCCC4	-1	1.2	-14	-3	-5	-2.0	10	94	-1.6	-1.4	9
21	Cc1c(C(=O)Nc2cccc3cccnc23)oc2ccccc12	2	0.8	-4	3	-8	-0.5	3	96	-2.8	1.1	3
22	CCc1cc2c(=O)n(CC)c(SC(C)C(=O)Nc3c(C)n(C)n(-c4ccccc4)c3=O)nc2s1 (stereo not given)	-6	2.8	4	7	-4	-4.1	21	107	-2.0	2.8	14
23	OC(c1cc(C(F)(F)F)nc2c(Cl)cc(Cl)cc12)C1CCCCN1 (stereo not given)	12*	0.6	-20	-5	-9	31*	-139	98	-0.7	3.1	-42
24	CS(=O)(=O)Nc1ccccc1C(=O)c1ccccc1	0	5.1	-10	97	0	-2.1	13	.	1.2	2.6	1
25	Cc1nn2c(NCC(C)C)c3c(nc2c1-c1ccccc1)CCC3	-1	0.7	.	-1	20*	2.1	-11	85	-0.7	.	-16

4 entries drawn at random from the list so far:
entry	smiles	HTR5A ag ctr	AddAB inh	PfHsp90 yeast 2	SUMO Mot1 rescue	PKA-R1A act	OPRM1-OPRD1 ag	OPRM1-OPRD1 inv	DSG3 Ab inh	Ecoli viability	phage Ecoli inh	HTR5A inv ctr
16	Cc1c(NC(=O)COC(=O)C2(c3ccc(F)cc3)CCCC2)c(=O)n(-c2ccccc2)n1C	0	3.4	-14	1	-6	-3.4	17	105	0.9	3.8	0
1	O=C(CCCCCn1c(=S)[nH]c2cc3c(cc2c1=O)OCO3)N1CCN(C(=O)c2ccco2)CC1	1	0.3	-11	11	-3	-2.9	15	.	0.2	1.2	-3
11	O=c1[nH]ncn1-c1cccc(C(F)(F)F)c1	-1	0.4	.	-10	12	-1.3	7	.	-0.7	4.6	-4
7	COC(=O)CSc1nsc(SCC(=O)OC)c1C#N	-8	1.8	7	-7	-12	-2.1	12	104	-1.3	-1.0	23

OPRM1-OPRD1 ag, hit marks shown above
| No. | mol | AddAB inh | SUMO Mot1 rescue | PKA-R1A act | OPRM1-OPRD1 ag | OPRM1-OPRD1 inv | DSG3 Ab inh | phage Ecoli inh |
| --- | --- | --- | --- | --- | --- | --- | --- | --- |
| 23 | OC(c1cc(C(F)(F)F)nc2c(Cl)cc(Cl)cc12)C1CCCCN1 (stereo not given) | 0.6 | -5 | -9 | 31* | -139 | 98 | 3.1 |

The list continues.
entry	smiles	HTR5A ag ctr	AddAB inh	PfHsp90 yeast 2	SUMO Mot1 rescue	PKA-R1A act	OPRM1-OPRD1 ag	OPRM1-OPRD1 inv	DSG3 Ab inh	Ecoli viability	phage Ecoli inh	HTR5A inv ctr
26	CCCCNC(=O)CN(c1ccc(Cl)c(Cl)c1)S(C)(=O)=O	5	3.2	-4	-2	-4	-1.3	7	95	3.4	3.8	-33
27	CCOc1cc(C(=S)N2CCOCC2)cc(Br)c1OS(=O)(=O)c1ccccc1	4	-0.7	12	18	5	-0.6	3	116	0.4	1.8	-14
28	Cc1cc(C)n(-c2cc(N3CCN(S(=O)(=O)c4ccc5ccccc5c4)CC3)ccc2[N+](=O)[O-])n1	-1	0.6	-17	11	-3	0.1	-1	102	-1.4	1.7	2
29	Nn1c(SCC(=O)NCc2ccccc2)nnc1C1CC1	0	0.4	21	29	0	-0.4	2	99	-0.8	0.2	-10
30	CC(C)/C(=N\NC(=O)Nc1ccccc1)c1ccccc1	-5	0.2	-4	-5	-6	3.4	-17	107	-2.9	3.2	-12
31	CC(=O)N1CCN(CC(=O)Nc2ccc(C)c(F)c2)CC1	4	-0.8	-8	0	3	-1.8	8	93	-1.2	-2.1	-16
32	Cc1c(NC(=O)CSc2nnc(-c3ccncc3)o2)c(=O)n(-c2ccccc2)n1C	0	1.2	.	6	-6	-0.5	3	107	4.2	0.6	0
33	O=C(N/N=C/c1ccc(O)cc1O)c1ccncc1	0	-1.3	5	8	1	-1.1	6	92	-2.3	-2.5	-1
34	Cc1ccc(CN(Cc2ccc(C)o2)C(=S)NCC(=O)O)cc1	2	1.9	-22	-4	0	-1.5	8	82	1.8	0.2	5
35	O=C(C1CC(=O)N(c2ccc(F)cc2)C1)N1CCN(c2ccc(F)cc2)CC1 (stereo not given)	0	1.6	22	1	4	-1.5	9	123	2.0	4.3	1
36	COC(=O)c1c(N)sc(Cc2ccccc2)c1C	0	1.7	-26	-1	-10	-1.4	7	105	1.0	2.9	0
37	Cc1cn(CC(=O)NCc2ccc3c(c2)OCO3)c(=O)[nH]c1=O	2	.	-21	.	-3	-4.6	21	95	.	3.9	-7
38	N/C(=N\OC(=O)c1ccc(Cl)cc1Cl)c1ccc(Cl)cc1	9	1.1	6	6	-3	8.3	-49	95	0.4	2.4	-41
39	COc1ccc(CNC(=O)C(c2cccs2)N(C(=O)c2csnn2)C2CC2)cc1 (stereo not given)	6	1.6	21	-5	-1	-2.5	11	100	-0.5	2.2	-2
40	O=C(O)CS(=O)(=O)CC(=O)NCc1cccc(C(F)(F)F)c1	-1	-0.6	0	-2	6	-1.5	8	105	-2.1	0.6	2
41	C=CCN1C(C(=O)c2ccccc2)=C(OC(=O)COc2ccccc2)c2ccccc2S1(=O)=O	2	4.5	-64	6	2	3.1	-16	109	-5.3	1.4	-12
42	CCOC(=O)C(=O)Nc1nc(-c2ccc3c(c2)CCN3C(=O)C2CC2)c(C)s1	-2	1.8	-5	0	1	-1.8	9	115	-1.5	1.1	-3
43	CCOC(=O)c1cccc(NC(=O)CCn2nnc3ccccc32)c1	3	1.6	-8	8	3	-1.7	9	96	0.7	-0.3	-1
44	COc1cc(O)c2c(c1)OC(c1ccc(O)cc1)CC2=O (stereo not given)	3	1.3	29	2	-18	-2.1	11	108	-1.8	0.7	13
45	COc1ccc(Cl)c2sc(N(CCN(C)C)C(=O)C3=COCCO3)nc12	-2	.	-14	.	5	-1.3	7	112	.	5.3	5
46	Cc1onc(-c2ccccc2Cl)c1C(=O)NC(=S)NCc1cccnc1	1	1.2	-13	3	-3	-0.9	6	102	0.1	4.5	19
47	COc1cc(NC(=S)NC2CC(C)(C)NC(C)(C)C2)cc(OC)c1	5	-1.1	8	1	-10	-1.7	8	.	1.4	-3.0	-13

Single values from above:
For SUMO Mot1 rescue, #32 reads 6
For PKA-R1A act, #37 reads -3
For AddAB inh, #34 reads 1.9
For SUMO Mot1 rescue, #27 reads 18
For OPRM1-OPRD1 ag, #35 reads -1.5
For PfHsp90 yeast 2, #41 reads -64
